Compound activity deposited in PubChem BioAssay by several laboratories.
NR2E3 ag-1 – activates human NR2E3 receptor; Q9Y5X4; CHO-S Gal4-NCOR/VP16-NR2E3 two-hybrid, luciferase; inhibition of corepressor binding, % at 3.98 µM; 360,000 compounds, 0.35% hits; AID 602229;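 active = inhibition above the mean of all tested compounds plus 3 SD, cut at about 70% in these data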;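 also: 0% = DMSO with NR2E3 transfected cells and 100% = cells lacking NR2E3 construct; higher means lower luciferase signal from less NR2E3 corepressor binding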
Target sequence (Q9Y5X4 whole entry, looked up, the tested form may be a part): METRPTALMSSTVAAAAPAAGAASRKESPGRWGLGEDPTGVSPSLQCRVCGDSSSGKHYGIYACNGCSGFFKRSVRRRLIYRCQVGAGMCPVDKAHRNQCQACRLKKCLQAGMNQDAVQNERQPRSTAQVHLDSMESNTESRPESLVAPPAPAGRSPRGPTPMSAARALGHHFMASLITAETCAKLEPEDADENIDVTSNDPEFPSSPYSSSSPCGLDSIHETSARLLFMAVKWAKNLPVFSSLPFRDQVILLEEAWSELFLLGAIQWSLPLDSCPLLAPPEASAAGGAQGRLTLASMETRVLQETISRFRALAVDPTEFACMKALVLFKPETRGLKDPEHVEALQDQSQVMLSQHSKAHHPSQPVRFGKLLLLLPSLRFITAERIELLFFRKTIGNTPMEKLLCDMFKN
KKLEB cytotox – CF airway cell cytotoxicity counter-screen; activity change (cytotoxicity), % at 5 µM; 360,000 compounds, 0.36% hits; KKLEB CF airway cells viability, ATPlite luminescence, overnight; stronger effect = lower value; cells stimulated with P. aeruginosa culture filtrate;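 active = corrected activity change at or below -50% at 5 µM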
HIF-2a block – inhibitors of HIF-2a. 360,000 compounds, 0.72% hits. inhibition, % at 18.8 µM. 786-0 RCC cells HIF-2a reporter, luciferase luminescence, overnight. AID 624352;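 active = inhibition of the luminescence signal of 40% or more relative to plate controls, in a single-dose primary screen at 18.75 µM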
TRPM1 prom inh – inhibitors of MITF-driven TRPM1 promoter in melanoma cells; 330,000 compounds, 0.83% hits; SK-MEL-5 TRPM1 promoter luciferase, 24 h; inhibition, % at 12.5 µM;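 active = mean inhibition across replicates of 60% or more, whatever share of single replicates reaches that level; inconclusive = some that reach 60%, reason not given; inactive = mean inhibition across replicates below 60%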; also: values of inactives mirror those of a sister screen read the other way
CF NFkB inh – cystic fibrosis NF-kB activation inhibition. inhibition, % at 5 µM. 360,000 compounds, 0.86% hits. AID 588850. KKLEB NF-kB-GFP reporter, PAF-induced, GFP fluorescence overnight;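 active = at least 50% inhibition at 5 µM, scaled per plate between neutral and stimulator controls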;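 also: PAF is a Pseudomonas aeruginosa culture filtrate used as stimulus; plate controls were PAF-stimulated DMSO wells for no effect and unstimulated DMSO wells for full effect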
TWEAK-Fn14 inh – TWEAK-Fn14 signaling inhibition | TWEAK-stimulated Fn14 reporter cells, luciferase luminescence, 8 h | 360,000 compounds, 2% hits | inhibition, % at 10 µM; in the data active = inhibition above about 50%
Peg3 prom inh – Peg3 promoter activity inhibition; inhibition, % at 20 µM; HeLa PEG-Prom luciferase reporter, luminescence, overnight; 360,000 compounds, 1.7% hits;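 active = inhibition of at least 50% at 20 µM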
TROY NFkB inh – blocks TROY-dependent signaling in reporter cells. Q293 LMP1-TROYcd NF-kB luciferase reporter, 4 h. inhibition, % at 10 µM. AID 1347056. 360,000 compounds, 0.98% hits;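 active = compounds whose plate-normalised and pattern-corrected inhibition of the luciferase reporter signal at the single screening dose is 50% or more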
Shn3 3UTR inh – inhibitors of Schnurri-3 3'UTR reporter in osteoblasts. inhibition, % at 12.5 µM. 360,000 compounds, 0.52% hits. Clone20 osteoblast Shn3 3'UTR firefly luciferase, 24 h;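 active = mean inhibition of at least 75% with every replicate also reaching 75%; inconclusive = mean inhibition at least 75% but some replicate below; inactive = mean inhibition below 75%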;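 also: 0% = median of neutral control wells and 100% = pilot-screen positive control compound; some compounds past the cut are filed as inactive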
C8 TRAIL sens – caspase-8 TRAIL sensitization | 360,000 compounds, 1% hits | NB7+C8 cells + TRAIL, ATPlite viability luminescence | AID 624354 | inhibition (viability loss, TRAIL sensitization), % at 10 µM;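 active = compounds causing at least 50% loss of cell viability in the single-dose screen, relative to plate controls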
NR2E3 ag-2 – agonists of human nuclear receptor NR2E3; GST-NR2E3/biotin-RetCOR TR-FRET, 1536-well; inhibition of corepressor binding, % at 4.78 µM; 320,000 compounds, 0.12% hits; AID 2300;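 active = percent inhibition above the cutoff of mean plus 3 SD of all tested compounds, set per screening campaign, cut at about 20% in these data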;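 also: 0% = DMSO wells and 100% = biotin wells as full block of FRET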
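system = GST-tagged NR2E3 plus biotinylated RetCOR corepressor | input = 1.35 nM GST-NR2E3 | also added = 7 nM biotin-RetCOR | schedule = 5 h incubation at 4 °C | measured by = TR-FRET with europium anti-GST and streptavidin-D2, 340 nm excitation | read-out = percent loss of FRET ratio relative to control wells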
* hit, by the source's call; ? = inconclusive; / = not tested or not shown. Not all compounds are listed. The share of hits here may be higher or lower than overall.

SMILES	NR2E3 ag-1	KKLEB cytotox	HIF-2a block	TRPM1 prom inh	CF NFkB inh	TWEAK-Fn14 inh	Peg3 prom inh	TROY NFkB inh	Shn3 3UTR inh	C8 TRAIL sens	NR2E3 ag-2
N#CC1=C(N)Oc2nc[nH]c(=O)c2C1c1cccs1 (stereo not given)	8.3	-1.3	12.4	4.0	8.3	-6.4	0.6	5.9	7.0	33.6	1.9
COc1ccc(-c2csc(C(C)(O)c3cccc(F)c3)n2)cn1 (stereo not given)	-28.6	-5.5	-24.5	/	15.2	-3.3	-22.9	-5.7	-19.1	-3.4	/
O=C1C(=O)N(Cc2cccnc2)C(c2ccccn2)/C1=C(/O)c1ccc(Br)cc1 (stereo not given)	-7.9	-0.7	22.1	2.1	13.0	-3.1	-13.2	-38.0	7.8	-0.8	8.0
CC1(C(=O)NS(=O)(=O)C2CC2)CCCN(C(=O)c2ccccc2C(F)(F)F)C1 (stereo not given)	-23.3	1.2	17.3	/	-5.0	-9.4	-3.0	-11.7	-4.8	-9.9	/
C=C1CCN([C@@H](CC(C)C)C(=O)Nc2nc3ccc(Cl)cc3s2)S(=O)(=O)c2ccccc21	-15.5	-9.3	8.2	-10.8	39.7	22.5	31.9	20.9	8.2	13.8	0.0
CC1=C(C(=O)OCc2ccccc2)C(/C=C/c2ccccc2)N2C(=O)CCSC2=N1 (stereo not given)	7.5	6.8	32.8	-2.7	-20.6	-36.5	20.2	-19.6	-13.6	-8.2	-2.7
O=C(CCl)NC1CCCc2ccccc21 (stereo not given)	2.6	5.0	15.5	15.1	-17.2	50.0*	17.1	0.1	-19.5	0.1	1.6
CCOCCCNc1nc2c(c(=O)[nH]c(=O)n2C)n1CCCc1ccccc1	-9.1	-10.6	26.2	8.6	-11.1	-2.7	20.3	-0.8	6.4	-4.8	3.4
CC(c1nnc(SCC(=O)NC(=O)NCc2ccco2)n1-c1ccc(Cl)cc1)N(C)C (stereo not given)	-12.5	14.2	7.3	-1.4	0.9	-6.9	-16.0	1.4	10.5	-11.5	-3.2
CCc1ccc(-c2nc(CS(=O)CC(=O)NCCCN3CCC(C)CC3)c(C)o2)cc1 (stereo not given)	-18.4	1.1	-20.8	-13.0	4.0	-10.6	-12.3	-8.9	-21.5	-2.8	2.2
C=CCOc1ccccc1CN(CCc1ccccc1)C(=O)c1cccc(S(C)(=O)=O)c1	-12.9	2.4	4.3	11.6	-0.1	27.1	15.2	18.1	20.5	2.8	2.0
O=C(CN(c1cc(C(F)(F)F)ccc1Cl)S(=O)(=O)c1ccccc1)NCc1cccnc1	-32.8	3.8	12.6	-1.6	-0.6	1.8	26.7	0.7	-2.9	1.1	3.2
CCOC(=O)[C@]12CCC=C1N(Cc1ccccc1)C(=O)[C@H](CC(=O)NCC1CCCCC1)C2	17.2	/	9.6	/	/	5.8	/	12.5	/	-4.7	/
CN1C(=O)N(C)c2ccc(C=O)c3cccc1c23	-26.2	-8.7	12.3	-0.4	-67.7	-25.3	34.5	5.6	22.9	16.4	2.0
Cc1ccc2oc(=O)c(/C=C(\O)c3sc(C)nc3C)nc2c1	2.7	0.3	-1.9	7.4	-1.0	14.1	-3.4	-0.2	-5.3	-0.6	-6.9
COc1ccc(NC(=O)CN(C)C(=O)c2cnc(Cl)c(Cl)c2)cc1	-21.9	7.0	9.6	16.0	1.9	10.6	9.0	13.8	-1.3	2.6	1.2
CCC(=O)Nc1cccc(C2=NOC3(C2)C[C@H](C(N)=O)N(C(=O)CC#N)C3)c1 (stereo not given in full)	-6.7	-9.4	5.7	5.5	13.6	8.8	-12.1	-0.6	8.1	0.6	2.7
O=S(=O)(c1ccccc1)N1CCN=C1SCc1cccnc1	1.9	6.5	11.7	-3.7	-1.7	-0.8	18.2	12.6	7.8	-3.9	-0.8
Cc1ccc(S(=O)(=O)N2CCCCC2)cc1NC(=O)c1ccccc1Cl	-20.5	3.0	2.2	9.6	2.6	-0.3	2.1	4.0	2.6	1.5	/
Cc1ccc(NC(=O)c2n[nH]c(=O)c3ccccc23)cc1S(=O)(=O)N1CCOCC1	-14.8	7.7	14.2	-3.5	-0.9	37.2	20.8	-13.0	16.1	1.8	/
O=S(=O)(c1ccccc1)N1CCN(S(=O)(=O)c2ccc(F)cc2)CC1	-49.2	-2.3	14.3	-0.9	5.2	-10.2	-5.3	14.1	-12.8	-3.0	-2.8
NS(=O)(=O)c1ccc(NC(=O)c2ccc(-c3ccccc3)cc2)cc1	-27.6	-2.3	6.8	5.1	2.0	-25.2	6.2	-11.5	-3.3	35.3	/
CC(C)CNC(=O)CSc1n[nH]c(=O)n1CCc1ccccc1	1.4	6.6	12.6	11.5	2.8	11.1	-2.4	4.4	-11.3	-2.4	1.1
CCc1ccc2[nH]c(=O)c(CN(Cc3ccc(F)cc3)C(c3nnnn3CCN3CCOCC3)C(C)C)cc2c1 (stereo not given)	-23.3	-16.6	-31.1	5.7	12.0	8.3	-2.2	24.0	29.8	-4.3	2.2
CCOC(=O)c1c(NC(NC(C)=O)C(Cl)(Cl)Cl)sc2c1CCCC2 (stereo not given)	-20.0	10.5	24.7	1.6	-18.2	6.2	26.0	-7.3	-6.1	0.9	2.5
Cc1c(Cl)cccc1NC(=S)NCc1ccc2c(c1)OCO2	-3.8	-9.2	1.2	7.5	11.1	-22.2	-4.5	-5.7	-5.4	-11.3	7.3
Cc1ccc(C(=O)N/N=C\c2ccc(-c3ccc([N+](=O)[O-])cc3)o2)cn1	-13.4	3.6	3.5	-5.9	-13.6	-6.3	-19.1	-5.7	-2.1	10.6	-2.0
COC(=O)c1c(NC(=O)c2ccccc2F)sc2c1C(C(=O)OC)CC2 (stereo not given)	0.5	0.5	-176.5	-39.3	15.4	-2.1	-113.2	-19.2	-18.6	9.4	-1.0
Cc1ccc(S(=O)(=O)NC(=O)C2(C)CCN2C(=O)c2cccc(F)c2)cc1 (stereo not given)	16.7	11.4	16.3	/	-9.6	-2.9	1.6	0.6	-7.5	-0.3	/
COc1cc(OC)c(C(=O)NCC(c2cccs2)N(C)C)cc1OC (stereo not given)	10.0	-10.1	5.6	-10.2	-6.8	-18.0	5.8	8.2	-3.2	-8.9	-4.8
Cc1ccccc1C(=O)N1CCC(C(=O)Nc2sccc2C(N)=O)CC1	-6.9	-2.1	3.4	2.5	4.4	-5.5	7.9	-2.6	-10.1	10.4	3.2
O=C(COc1ccccc1)NS(=O)(=O)c1ccc(Cl)cc1	-4.1	-2.3	9.6	0.5	8.2	-3.2	-2.0	6.4	-12.9	4.3	-1.7
CCCCOc1cccc(C(=O)NC(=S)Nc2cccc(C(F)(F)F)c2)c1	5.3	1.3	-3.9	2.7	-6.0	21.2	9.2	-9.9	17.6	4.4	0.1
O=C(O)c1ccc(NC2=C/C(=N/S(=O)(=O)c3ccccc3)c3ccccc3C2=O)cc1	-8.2	-37.3	44.2*	62.7*	89.1*	96.7*	10.3	50.4*	?	37.7	/
CCN(CC)C(=O)c1cc(S(=O)(=O)N2CCCCC2)c[nH]1	14.1	-10.4	12.5	/	17.4	2.3	10.1	2.7	4.1	6.3	5.8
CC(C)C(C(=O)OCC(=O)c1ccc2c(c1)NC(=O)CO2)N1C(=O)c2ccccc2C1=O (stereo not given)	-5.8	0.9	18.8	1.5	4.9	-4.5	7.4	-8.2	-4.8	-1.7	4.2
CC(=O)Nc1n[nH]c(=S)s1	11.6	7.6	1.3	-9.3	-28.4	0.4	4.2	9.9	-17.0	-12.1	/
C=CCOc1ccc2ccccc2c1CNc1ncn[nH]1	-32.4	11.0	30.1	10.9	-3.9	9.7	8.2	-2.1	-4.3	-13.0	-0.3
CN(C)CCCOC(=O)CCc1ccccc1	-10.3	3.1	5.8	1.6	-5.7	-3.2	4.9	-16.1	-1.7	-5.1	-1.6
O=C(CNC(=O)c1ccc(Oc2ccccc2)cc1)OC1CCCCC1=O (stereo not given)	-35.7	-0.9	16.2	-8.6	4.3	-5.2	-2.4	-17.2	10.9	2.6	-2.2
COc1cc(NS(=O)(=O)c2ccc(C)cc2)ccc1-n1cnnn1	-16.8	1.8	0.2	-3.6	-2.8	-22.5	0.5	8.4	-0.2	-21.7	-0.4
Cc1nn(Cc2nc(-c3cccs3)no2)c(C)c1Br	-8.0	8.7	-43.5	-7.0	-4.0	-3.6	-20.5	-33.5	-5.0	1.1	-3.2
COc1ccc(Cc2nnc(SCC(=O)Nc3ccc(C)cc3)n(N)c2=O)cc1	-9.4	15.6	-0.2	1.3	-30.2	-11.8	-25.0	-21.0	-5.1	7.7	2.0
Cc1c(NC(=O)C(C)OC(=O)c2ccccc2O)c(=O)n(-c2ccccc2)n1C (stereo not given)	-14.8	-0.8	12.9	4.9	3.9	2.9	17.8	-0.7	-14.3	-5.8	/
Cc1cccc(NC(=O)CSc2n[nH]c(-c3ccncc3)n2)c1	1.3	-1.5	8.9	18.5	0.7	12.5	1.8	11.4	7.2	4.7	-0.7
CCOC(=O)c1ccc(NC(=O)C(=O)NCc2ccccn2)cc1	-5.8	-12.2	-1.9	-3.7	6.3	-2.6	-7.3	-6.3	7.0	-6.9	1.5
O=C(NS(=O)(=O)Oc1ccccc1F)OC[C@@H]1CCCN2CCCCC12 (stereo not given in full)	-8.3	-8.6	3.8	0.9	-21.9	23.8	-1.7	9.3	0.9	8.9	3.1
O=C(CN1C(=O)c2ccccc2S1(=O)=O)c1ccc(OC(F)F)cc1	-11.1	5.2	52.0*	65.2*	-2.7	97.6*	56.1*	82.3*	73.7	35.4	-0.7
O=C(COc1ccccc1)N1CCc2ccccc21	-48.2	-3.4	-212.5	-38.8	-6.7	-21.5	-220.7	-58.5	-7.2	1.5	-2.5
COc1ccc(N2CCN(C(=O)c3c(Cl)cnn3C)CC2)cc1	1.9	16.6	14.1	3.7	-26.9	-5.5	11.0	-6.6	-4.5	11.2	-0.2
Cc1cc(NC(=O)CSc2nnc3ccccn23)no1	-4.7	4.2	9.6	-8.5	0.7	-7.6	-8.2	-12.6	-14.6	-6.5	-0.1
COc1cc(C(c2sc3nc(C)nn3c2O)N2CCOCC2)cc(OC)c1OC (stereo not given)	-65.5	7.1	7.1	/	-6.4	-5.2	14.3	-14.9	-2.7	-7.8	1.1
